OX1R antag-1 = antagonists of human orexin 1 receptor (OX1R); Orexin/Hypocretin receptor type 1 (Homo sapiens), O43613; OX1R-expressing cells, FRET antagonist read-out; inhibition, % at 6.6 µM; actives 1.8% (n = 330,000); AID 485270, 2010; in the data active = inhibition mostly above about 38%, no sharp cut-off; inactive = mostly below about 40%;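 note: 0% = agonist challenge alone and 100% = reference antagonist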
Target sequence (O43613 whole entry, looked up): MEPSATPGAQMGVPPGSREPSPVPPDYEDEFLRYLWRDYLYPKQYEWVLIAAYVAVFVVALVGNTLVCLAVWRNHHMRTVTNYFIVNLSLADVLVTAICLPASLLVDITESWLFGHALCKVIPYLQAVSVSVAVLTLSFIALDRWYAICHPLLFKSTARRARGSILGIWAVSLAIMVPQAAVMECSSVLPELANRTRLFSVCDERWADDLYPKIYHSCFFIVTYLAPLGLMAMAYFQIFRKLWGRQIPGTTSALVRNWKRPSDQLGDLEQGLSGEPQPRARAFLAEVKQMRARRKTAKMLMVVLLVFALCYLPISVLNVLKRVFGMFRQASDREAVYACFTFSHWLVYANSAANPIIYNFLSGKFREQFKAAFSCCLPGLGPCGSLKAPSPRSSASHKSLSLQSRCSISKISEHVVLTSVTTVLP
OX1R antag-2 = OX1R (HCRTR1) antagonists, primary screen, fluorescence, CHO/OX1R cells, Fluo-8 calcium, orexin A; Orexin/Hypocretin receptor type 1 (Homo sapiens), O43613; Fluo-8 calcium fluorescence; inhibition, % at 5 µM; actives 0.43% (n = 330,000); AID 434989, 2010;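 active = inhibition above its plate's threshold, mean inhibition of all tested compounds on the plate plus 3 SD, cut at about 37% in these data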;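 note: 0% = orexin A challenge wells and 100% = SB-334867-A antagonist wells; not every result past the cut was called active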
An asterisk follows results filed as active. Not a hit list; 2% or so of the library scored in one or more.

SMILES | OX1R antag-1 | OX1R antag-2
O=C(CCN1CCC(c2ccccc2)C1)c1ccccc1 (configuration not stated) | 8 | -7
O=C(CN(Cc1ccccc1)S(=O)(=O)c1ccc(Br)cc1)NCc1ccco1 | 13 | -32
Cc1ccc(S(=O)(=O)Nc2cccc(-c3ccc(N4CCCCCC4)nn3)c2)cc1C | 5 | -20
CC1CCCC(NC(=O)CSc2ncccc2C(=O)O)C1C (configuration not stated) | 2 | 0
CN(C)NC1=CC(=[N+]2CCCC2)CC(C)(C)C1 | 23 | -1
O=C(Nc1ccc2nn(-c3ccc(F)cc3)nc2c1)c1cccnc1 | 43 | 16
COc1ccc(N(CC(=O)NC2CCCC2)C(=O)Cn2nnc(-c3ccc(F)cc3)n2)cc1 | 5 | -13
CN(C)C(=O)CCc1ccc2c3c([nH]c2c1)[C@]1(C)[C@@H](C(=O)N2CCOCC2)C[C@H](CC(=O)NC(C)(C)C)C(=O)N1CC3 | 10 | -2
Cc1c[nH]c2cccc(OCC(CNC(C)(C)C)OC(=O)c3ccccc3)c12 (configuration not stated) | -5 | -25
CCCOC(=O)c1[nH]c2c(c1C)C(=O)CC(c1cc(OC)c(OC)c(OC)c1)C2 (configuration not stated) | 24 | 25
CCc1ccc(CN(C)CCc2ccccn2)cc1 | 10 | -4
CCOC(=O)C1(CC2CC2)CCN(Cc2ccc(OC)cc2F)CC1 | 11 | -20
COC(=O)c1sccc1NC(=O)Cc1ccc(OC)cc1 | 6 | -24
Cc1cccc(OCC(=O)OC(C)C(=O)Nc2ccc(S(=O)(=O)N3CCCCC3)cc2)c1 (configuration not stated) | 19 | 2
Nn1c(C2CCC2)nc2cc(Cl)ccc2c1=O | 5 | -13

Overlap with the part before: 3 compounds, then new ones.
SMILES | OX1R antag-1 | OX1R antag-2
COC(=O)c1sccc1NC(=O)Cc1ccc(OC)cc1 | 6 | -24
Cc1cccc(OCC(=O)OC(C)C(=O)Nc2ccc(S(=O)(=O)N3CCCCC3)cc2)c1 (configuration not stated) | 19 | 2
Nn1c(C2CCC2)nc2cc(Cl)ccc2c1=O | 5 | -13
COc1cc2ccccc2cc1C(=O)Nc1ccc(Cl)cn1 | 11 | -11
CCC(=O)Nc1ccc2c(c1)nc(CCNC(=O)c1ccco1)n2C | 7 | 10
CCN(CC)S(=O)(=O)c1cccc(C(=O)N[C@H](C(=O)OCC(=O)Nc2ccccc2)C(C)C)c1 | 17 | -26
O=C(Nc1cccnc1)C1CCC(CNS(=O)(=O)c2cccc3nsnc23)CC1 (configuration not stated) | 20 | -15
CC(NC(=O)CSc1nc2c(c(C(F)(F)F)n1)CCc1ccccc1-2)c1ccccc1 (configuration not stated) | 6 | -38
COc1ccc(OC)c(NC(=O)CCNS(=O)(=O)c2ccc3c(c2)c(=O)n(C)c(=O)n3C)c1 | 30 | -24
CCCN(CCC)C1Sc2ccc(C(=O)OC)cc2NC1=O (configuration not stated) | 5 | -12
C[C@@H](C(=O)Nc1cccc(S(=O)(=O)N2CCOCC2)c1)N1C(=O)C2CC=CCC2C1=O (some centres not stated) | 14 | -27
CCc1ccc(NC(=O)COC(=O)CCC2CCCC2)cc1 | 3 | 5
CCOC(=O)c1sc(N)c(C#N)c1CSc1nc2ccc(C)cc2[nH]1 | 18 | -34
Cc1ccc2[nH]c(O)c(N=Nc3ccccc3C)c2c1 | 28 | 8
CCCc1c(C(=O)N/N=C/C(C)=C/c2ccco2)nnn1-c1nonc1N | 0 | -9
Cc1cccc(-n2nc3c(c2NC(=O)c2ccco2)CSC3)c1C | 4 | -22
CC(=O)c1ccccc1NC(=O)COC(=O)c1ccccc1NC(=O)c1ccccc1 | 28 | -4
O=[N+]([O-])c1ccc(CSc2nnc(SCc3ccccc3)s2)cc1 | 28 | -8

An excerpt of these results, comma-delimited.
canonical_smiles,OX1R antag-1,OX1R antag-2
COc1ccc(N(CC(=O)NC2CCCC2)C(=O)Cn2nnc(-c3ccc(F)cc3)n2)cc1,5,-13
O=C(CCN1CCC(c2ccccc2)C1)c1ccccc1 (configuration not stated),8,-7
CN(C)NC1=CC(=[N+]2CCCC2)CC(C)(C)C1,23,-1

(next part)
SMILES | OX1R antag-1 | OX1R antag-2
CCc1nnc(NC(=O)CCN(c2ccc(C)cc2)S(=O)(=O)c2ccccc2)s1 | 15 | -18
CC(C)C1C2=C(CC(C)(C)CC2=O)ON1c1ccccc1 (configuration not stated) | 3 | -31
CCCOP(=O)(c1ccc(N(C)C)cc1)C(O)c1cc(OC)c(OC)c(OC)c1 (configuration not stated) | 4 | -12
CC(=O)c1ccc(NC(=O)Cn2cnc(S(=O)(=O)N3CCC(C)CC3)c2)cc1 | 2 | -19
O=C(Nc1cccnc1)C1CCN(S(=O)(=O)c2cccs2)CC1 | 18 | -16
COc1ccc([C@H]2CC(=O)C=C(c3ccc4ccn(C)c4c3)C2)cc1 | 0 | 22
CNC(=O)CN(C)S(=O)(=O)c1ccc(F)cc1 | 7 | -12
Cc1ccc(NC(=O)Cc2ccsc2)cc1Cl | 4 | -15
Clc1ccc2nc(-c3ccc4c(c3)OCO4)cn2c1 | 11 | -16
COc1ccc(-c2csc(NC(=O)c3c(OC)cccc3OC)n2)cc1 | 68* | 2
O=C(CN1C(=O)NC2(CCCCCCC2)C1=O)N1CCc2ccccc2C1 | 9 | -24
CC(OC(=O)CCCN=C1NS(=O)(=O)c2ccccc21)C(=O)Nc1ccccc1[N+](=O)[O-] (configuration not stated) | 15 | -16
O=C(c1ccccc1)N(Cc1nc2ccccc2c(=O)[nH]1)C1CCCC1 | 8 | -23
O=C(CCN1C(=O)C2CC=C(Cl)CC2C1=O)NCc1ccccc1 (configuration not stated) | -3 | -8
COC(=O)CN(c1ccccn1)S(=O)(=O)c1ccccc1 | 11 | -8

The closing six records of the part before open the next one:
SMILES | OX1R antag-1 | OX1R antag-2
COc1ccc(-c2csc(NC(=O)c3c(OC)cccc3OC)n2)cc1 | 68* | 2
O=C(CN1C(=O)NC2(CCCCCCC2)C1=O)N1CCc2ccccc2C1 | 9 | -24
CC(OC(=O)CCCN=C1NS(=O)(=O)c2ccccc21)C(=O)Nc1ccccc1[N+](=O)[O-] (configuration not stated) | 15 | -16
O=C(c1ccccc1)N(Cc1nc2ccccc2c(=O)[nH]1)C1CCCC1 | 8 | -23
O=C(CCN1C(=O)C2CC=C(Cl)CC2C1=O)NCc1ccccc1 (configuration not stated) | -3 | -8
COC(=O)CN(c1ccccn1)S(=O)(=O)c1ccccc1 | 11 | -8
CCc1ccc(C(=O)CSc2n[nH]c(-c3ccncc3)n2)cc1 | 15 | -7
C=CCN(CC=C)C(=S)Nc1ccc(OC)c(OC)c1 | 16 | -6
N#Cc1c(NCCO)nc(NCc2ccccc2)c2c1CCN(Cc1ccccc1)C2 | 39 | -11
O=C(NCCc1nc(-c2ccccc2)cs1)c1ccc(Br)cc1 | 42 | -38
CCOC(=O)c1ccc(OCCOc2ccccc2C)cc1 | 0 | -21
O=C(Cc1nc2ccccc2[nH]1)c1ccc([N+](=O)[O-])cc1 | 11 | -1
O=C(COC(=O)/C(=C/c1cccs1)c1cccs1)NC(c1ccccc1)c1ccccc1 | 45 | 1
COCCN(C(=O)/C=C/c1ccccc1)c1c(N)n(Cc2ccccc2)c(=O)[nH]c1=O | 19 | -8
COC(=O)C1=C(CS(=O)(=O)c2ccc(Cl)cc2)NC(=O)NC1c1ccc(O)cc1 (configuration not stated) | 12 | -6
CN(C)C(CNC1CC(C)(C)NC(C)(C)C1)c1cccc(F)c1 (configuration not stated) | 4 | 1
CCOc1ccc(-n2cc(C(=O)c3cc(Cl)ccc3O)cc(C#N)c2=O)cc1 | 7 | -31
COc1cc(OC)c(OC)cc1/C=N/NC(=O)C[n+]1ccccc1 | 20 | -5
COc1ccc(COC(=O)c2ccc(Cl)c(S(=O)(=O)N3CC(C)OC(C)C3)c2)cc1 (configuration not stated) | 9 | -24
Cc1ccc(CCNC(=O)C2CCN(S(=O)(=O)c3cccc4nonc34)CC2)cc1 | 8 | -22
COc1ccc(S(=O)(=O)N2CCOCC2)cc1NC(=O)CSc1nnnn1C1CC1 | 4 | -21
Cc1ccc(-c2cc(-c3ccco3)c3c(N)c(C(=O)NN)oc3n2)cc1 | 17 | -1
CN(c1ccc([N+](=O)[O-])cc1C(=O)Nc1ccccc1)C1CCCCC1 | 25 | -24
Cc1noc(C)c1CSCC(=O)N(C)CC(=O)Nc1ccc(F)c(F)c1F | 15 | -8
COC(=O)c1cn(CC(=O)N2CCCCCC2)c2ccccc12 | 22 | -26
COC(=O)[C@@H]1C[C@@H](C(=O)O)[C@H](C)C1(C)C | 19 | 0
NC(=O)CCC(=O)N1CCCC(C(=O)c2ccc(C(F)(F)F)cc2)C1 (configuration not stated) | -2 | -11
Cc1ccc(S(=O)(=O)N/N=C/c2ccc(C#N)cc2)cc1 | -3 | -12
CCc1ccc(S(=O)(=O)N2CCN(C(=O)C3CCN(C(C)=O)CC3)CC2)cc1 | 12 | -15
COc1cc(/C=C(\C#N)c2nc3ccccc3[nH]2)ccc1O | 32 | -4
Cc1ccc(F)cc1NC(=O)Cc1ncc(C(F)(F)F)cc1Cl | 15 | -11
O=C1CCC[C@@H]2Cc3[nH]c4c(Cl)ccc(Cl)c4c3[C@@H]3CCN1[C@H]23 | 34 | -14
Cc1ccc2cccc(OCCCOc3ccccc3F)c2n1 | 12 | -33
Cc1cc(=O)oc2cc(OCC(=O)OC(C)C(=O)NC3CCCC3)ccc12 (configuration not stated) | 3 | -14
CC1CCc2[nH]c3ccc(C(=O)N(C)CC(=O)Nc4ccc(F)cc4)cc3c2C1 (configuration not stated) | 10 | -21
CC(=O)c1cc(CC=C(C)C)c(O)cc1O | 38 | 9
O=C1NCCCCC1NS(=O)(=O)c1ccc(F)c(F)c1 (configuration not stated) | 10 | -3
Cc1cc(NC(=O)CSc2ccc3nnc(CCNS(=O)(=O)c4ccccc4)n3n2)no1 | 4 | -15
CCN(C[C@H]1N[C@@](C)(C(=O)OC)[C@H]2C(=O)N(C)C(=O)[C@@H]12)S(=O)(=O)c1ccccc1 | 2 | 5
O=C(O)COc1ccc(/C=N/NC(=O)c2cccc3ccccc23)cc1 | 9 | -6
CCC(=O)Nc1ccc(C(=O)COC(=O)CCN2C(=O)C3CC=CCC3C2=O)cc1 (configuration not stated) | 5 | -11
COc1ccc(N2CCN(C(=O)CCNS(=O)(=O)c3ccc(Br)s3)CC2)cc1 | -2 | -19
Cc1cccc(-c2noc(CCC(=O)NC3CCCC3)n2)c1 | 10 | -4
COc1ccc(N2CCN(S(=O)(=O)c3ccc(OC)c(C(=O)N4CCOCC4)c3)CC2)cc1 | 32 | -20
COc1ccc(CN(C)C(=O)c2ccc(OCC(=O)N3CCOCC3)c(OC)c2)cc1 | 6 | -12
CC1=NCCN1S(=O)(=O)c1ccc(Br)c(C)c1 | 28 | -22
CCOc1ccc2nc(SCC(=O)NC3CCCc4ccccc43)sc2c1 (configuration not stated) | 22 | -21
Cc1nc(Nc2cccc(C(C)O)c2)c2nnn(Cc3ccccc3F)c2n1 (configuration not stated) | 11 | -19
Cc1ccc(-c2nc3ccc([N+](=O)[O-])cc3[nH]2)cc1 | 48 | -6
Cc1cc(Cl)ccc1OCCNC(=S)NC(=O)c1cccnc1 | 46 | -18
Cn1cc(/C=C(\NC(=O)c2ccccc2)C(=O)NCCN2CCOCC2)c2ccccc21 | 10 | -12
CC1CN(Cc2nc3c(c(=O)n(C)c(=O)n3C)n2CCCO)CC(C)O1 (configuration not stated) | 6 | -7
Cc1ccnc(NS(=O)(=O)c2ccc(C(C)(C)C)cc2)c1 | 11 | -15
CCOc1ccc(-n2c(SCC(=O)Nc3cc(C)on3)nc3c(c2=O)SCC3)cc1 | 9 | -16
COc1ccccc1N=Cc1c(C)[nH]n(-c2ccc(C)cc2C)c1=O | 19 | -15
CC12CCC(=O)N1C(C(=O)Nc1cccc(S(=O)(=O)N3CCCCC3)c1)CS2 (configuration not stated) | 14 | -5
CN(C)C(=O)c1c([N+](=O)[O-])c(C(C)(C)C)nn1C | 15 | -1
c1cc(N2CCCC2)ccc1C(c1nnnn1C1CCCCC1)N1CCOCC1 (configuration not stated) | 6 | -16
COc1cc(-c2nc3cnccn3c2NC(C)(C)CC(C)(C)C)ccc1O | -1 | -29
Cc1ccc(-c2nc(CS(=O)CC(=O)NCCN3CCCCCC3)c(C)o2)cc1 (configuration not stated) | 3 | 3
Cc1cccc(-c2n[nH]c(=S)n2/N=C/C=C/c2ccco2)c1 | 8 | -10
CCn1c(=O)c(C(=O)CN2CCN(S(=O)(=O)c3ccccc3)CC2)c(N)n(Cc2ccccc2)c1=O | 12 | -14
COc1cc(C(=O)Nc2nccs2)ccc1OCc1c(C)noc1C | 9 | 2
CN=CC1=C(O)c2ccccc2C1=O | 15 | 0
CN(C)S(=O)(=O)Oc1ccsc1C(=O)Nc1ccc(Br)cc1 | 42 | -35

A draw from above in order of count of non-hydrogen atoms, falling:
SMILES | OX1R antag-1 | OX1R antag-2
Cc1ccc(-c2nc(CS(=O)CC(=O)NCCN3CCCCCC3)c(C)o2)cc1 (configuration not stated) | 3 | 3
Cc1cccc(-c2n[nH]c(=S)n2/N=C/C=C/c2ccco2)c1 | 8 | -10
O=C1NCCCCC1NS(=O)(=O)c1ccc(F)c(F)c1 (configuration not stated) | 10 | -3

Screening results deposited in PubChem BioAssay by The Scripps Research Institute Molecular Screening Center.
